Compound activity deposited in PubChem by several laboratories.
MLLE-PAM2 inh: inhibitors of microRNA-mediated deadenylation, human PABP1 MLLE binding; 360,000 tested, 0.36% active; inhibition, % at 20 µM; GST-MLLE / FITC-PAM2 fluorescence polarization; in the data active = inhibition above about 35%, passing the limit was not always enough;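 note: plate controls were DMSO wells with GST-MLLE for no effect and wells lacking GST-MLLE protein for full effect; some results filed as inactive read as strong as hits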
Target sequence (P11940 whole entry, looked up): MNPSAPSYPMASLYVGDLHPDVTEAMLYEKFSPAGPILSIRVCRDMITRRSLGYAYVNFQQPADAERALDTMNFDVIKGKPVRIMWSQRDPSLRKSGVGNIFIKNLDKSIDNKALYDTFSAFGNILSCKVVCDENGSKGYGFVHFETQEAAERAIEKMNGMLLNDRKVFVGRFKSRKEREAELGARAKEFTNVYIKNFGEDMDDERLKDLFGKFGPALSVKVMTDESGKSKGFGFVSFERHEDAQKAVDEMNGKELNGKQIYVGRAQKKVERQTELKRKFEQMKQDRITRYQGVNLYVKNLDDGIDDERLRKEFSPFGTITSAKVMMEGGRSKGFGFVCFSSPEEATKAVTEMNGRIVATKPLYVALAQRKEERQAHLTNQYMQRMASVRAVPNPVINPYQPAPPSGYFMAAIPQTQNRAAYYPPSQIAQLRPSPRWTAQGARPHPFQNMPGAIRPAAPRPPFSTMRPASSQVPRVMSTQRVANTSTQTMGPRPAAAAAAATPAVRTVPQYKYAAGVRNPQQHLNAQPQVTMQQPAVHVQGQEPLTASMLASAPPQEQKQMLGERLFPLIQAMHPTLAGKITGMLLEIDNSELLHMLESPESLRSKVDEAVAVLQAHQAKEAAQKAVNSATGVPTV
FAS-TE inh: inhibitors of human fatty acid synthase thioesterase domain | 360,000 tested, 0.67% active | P49327 | recombinant FAS-TE, OMFH fluorogenic substrate, fluorescence endpoint | AID 602261 | inhibition, % at 15 µM;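 active = compounds whose normalised, plate-corrected inhibition of enzyme fluorescence in the single-dose primary screen is 50% or more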;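 note: 0% = DMSO with enzyme and 100% = substrate without enzyme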
eLon inh: E. coli protease La inhibition. P0A9M0. purified E. coli Lon protease, fluorescence polarization. inhibition, % at 7.94 µM. 360,000 tested, 0.42% active. AID 602123; in the data active = inhibition above about 13%, passing the limit was not always enough;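 note: 0% = enzyme with probe and DMSO and 100% = no enzyme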
MsrA inh: inhibits bovine methionine sulfoxide reductase A; purified bovine MsrA, absorbance read-out; inhibition, % at 15.5 µM; 360,000 tested, 0.75% active; AID 651718; in the data active = inhibition above about 4.5%;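 note: 0% = vehicle wells with enzyme and 100% = reference inhibitor wells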
Rpn11 block: Rpn11 (human) deubiquitinase inhibition; O00487; human 26S proteasome, Ub4-pepOG fluorescence polarization; 20S core pre-blocked with epoxomicin; calls only at 20 µM; AID 588493; 360,000 tested, 0.59% active;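 active = inhibition at 20 µM, scaled to each plate's controls, above about 33%, limit read from the data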
Rin1 Abl inh: human Rin1-Abl interaction inhibition | inhibition, % at 7.35 µM | TR-FRET Rin1/Abl binding, biochemical | P00519+Q13671 | 360,000 tested, 0.4% active; in the data active = inhibition above about 5%, passing the limit was not always enough
bovine MsrA act: activates bovine MsrA enzyme | AID 602163 | activation, % at 10.6 µM | purified bovine MsrA, absorbance read-out | 360,000 tested, 0.3% active; in the data active = activation above about 7.5%;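 note: 0% = vehicle and 100% = reference activator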
MT1-MMP act inh: inhibitors of human MT1-MMP activation. HT1080 RFP-PRO-GFP cells, GFP/RFP ratio fluorescence, overnight; percent of plate control window, DMSO zero. P50281. AID 651647. 360,000 tested, 0.061% active. GFP/RFP ratio change, % at 20 µM;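 active = GFP/RFP ratio change of at least 30% with cell ATP level not reduced by more than half and red fluorescence within 50% of control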; note: strong numbers were not always called active
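Assay system – RFP-PRO-GFP reporter HT1080 cells · Compound dosing – single dose of 20 µM compound, 1% DMSO final · Incubation – overnight compound exposure at 37 °C · Measure – GFP/RFP fluorescence ratio · Benchmarks – DMSO wells and RFP-L50D-GFP cells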
CSN deneddyl inh: inhibitors of human CSN-mediated cullin deneddylation; 360,000 tested, 0.38% active; inhibition, % at 12.5 µM; Purified CSN, SCF-Nedd8-OG deneddylation, fluorescence polarization; AID 651999;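 active = pattern-corrected inhibition above about 35%, with an unprinted fluorescence ratio check between 0.5 and 1.5, limit read from the data, passing the limit was not always enough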;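 note: 0% = enzyme with substrate and 100% = substrate without enzyme; some results filed as inactive read as strong as hits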
Target sequence (Q92905 whole entry, looked up, one chain of several): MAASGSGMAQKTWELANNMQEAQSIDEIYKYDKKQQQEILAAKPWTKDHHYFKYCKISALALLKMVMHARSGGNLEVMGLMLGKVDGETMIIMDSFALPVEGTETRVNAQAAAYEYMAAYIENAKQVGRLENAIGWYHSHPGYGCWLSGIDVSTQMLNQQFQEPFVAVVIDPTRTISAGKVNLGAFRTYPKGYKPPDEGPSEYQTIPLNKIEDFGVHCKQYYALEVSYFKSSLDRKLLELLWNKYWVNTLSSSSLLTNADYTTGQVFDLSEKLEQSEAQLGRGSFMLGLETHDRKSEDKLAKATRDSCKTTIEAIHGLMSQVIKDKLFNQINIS
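Assay system: HEK293T-derived human Csn5 enzyme; quantity: 0.24 nM enzyme; medium: Tris/NaCl/DTT buffer, pH 7.5; also added: substrate SCFSkp2-Nedd8OG, 10 nM; doses: 12.5 µM compound; schedule: 90 min reaction at room temperature; signal: FP; read-out: % inhibition of substrate cleavage by Csn5; benchmarks: substrate-only high control, full reaction low control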
The depositor's hits bear a star; i = inactive; x = no result given. These rows are one share of the data. The share of hits here may be higher or lower than overall.

Start of the listing, in advance:
smiles	MLLE-PAM2 inh	FAS-TE inh	eLon inh	MsrA inh	Rpn11 block	Rin1 Abl inh	bovine MsrA act	MT1-MMP act inh	CSN deneddyl inh
C=CCN(c1ccc(C(=O)N(CC)CC)cc1)S(C)(=O)=O	24	-3	3	0.4	i	-4	-3	-11	4
O=c1[nH]c(=O)n(C2CCCCCC2)c(O)c1C=NC1CCN(Cc2ccccc2)CC1	-38	-6	-2	-1.3	i	-3	-4	2	8
C[C@H]1C/C=C/[C@H]2[C@H](O)[C@H](C)[C@@](C)(O)[C@H]3[C@H](Cc4ccccc4)NC(=O)[C@]32[C@H](O)/C=C/[C@](C)(O)C1	-5	-6	3	x	i	-1	-12	2	-6
COC(=O)C1=C(c2ccc(OCc3ccccc3)cc2)C[C@@H]2CC[C@H]1N2C(=O)NCc1ccccc1	3	33	4	-0.3	i	0	-1	-3	1
O=C1NC(=S)NC(=O)C12C(c1ccccc1)NC(=S)NC2c1ccccc1 (centres undefined)	18	-11	-1	0.0	i	2	7	2	5
Fc1cccc(CN2CCN(c3ccc(Cl)cc3)CC2)c1	10	13	0	0.3	i	0	1	-1	-7
N#CCCn1cc(C(=O)Nc2ccccc2Cl)c(-c2ccc(F)cc2)n1	-5	2	1	-0.7	i	0	-5	-2	-3
CC(C)Cc1[nH]c(=O)c(C#N)c2c1CCC2	15	-14	-11	1.4	i	2	-13	3	6
COc1ccc2c(C)c(CC(=O)N3C[C@H]4C[C@@H](C3)c3cccc(=O)n3C4)c(=O)oc2c1C	-17	-3	-11	4.9*	i	-5	-4	-2	-2
Cc1cc(=O)oc2c(C)c(OCC(=O)N3CCN(Cc4ccccc4)CC3)ccc12	-8	5	-12	2.9	i	0	-13	-1	-4
CSc1ncc(Cl)c(C(=O)O)n1	0	-8	1	-0.3	i	-2	1	2	-1

Main list, from the first entry:
smiles	MLLE-PAM2 inh	FAS-TE inh	eLon inh	MsrA inh	Rpn11 block	Rin1 Abl inh	bovine MsrA act	MT1-MMP act inh	CSN deneddyl inh
C=CCN(c1ccc(C(=O)N(CC)CC)cc1)S(C)(=O)=O	24	-3	3	0.4	i	-4	-3	-11	4
O=c1[nH]c(=O)n(C2CCCCCC2)c(O)c1C=NC1CCN(Cc2ccccc2)CC1	-38	-6	-2	-1.3	i	-3	-4	2	8
C[C@H]1C/C=C/[C@H]2[C@H](O)[C@H](C)[C@@](C)(O)[C@H]3[C@H](Cc4ccccc4)NC(=O)[C@]32[C@H](O)/C=C/[C@](C)(O)C1	-5	-6	3	x	i	-1	-12	2	-6
COC(=O)C1=C(c2ccc(OCc3ccccc3)cc2)C[C@@H]2CC[C@H]1N2C(=O)NCc1ccccc1	3	33	4	-0.3	i	0	-1	-3	1
O=C1NC(=S)NC(=O)C12C(c1ccccc1)NC(=S)NC2c1ccccc1 (centres undefined)	18	-11	-1	0.0	i	2	7	2	5
Fc1cccc(CN2CCN(c3ccc(Cl)cc3)CC2)c1	10	13	0	0.3	i	0	1	-1	-7
N#CCCn1cc(C(=O)Nc2ccccc2Cl)c(-c2ccc(F)cc2)n1	-5	2	1	-0.7	i	0	-5	-2	-3
CC(C)Cc1[nH]c(=O)c(C#N)c2c1CCC2	15	-14	-11	1.4	i	2	-13	3	6

smiles	MLLE-PAM2 inh	FAS-TE inh	eLon inh	MsrA inh	Rpn11 block	Rin1 Abl inh	bovine MsrA act	MT1-MMP act inh	CSN deneddyl inh
COc1ccc2c(C)c(CC(=O)N3C[C@H]4C[C@@H](C3)c3cccc(=O)n3C4)c(=O)oc2c1C	-17	-3	-11	4.9*	i	-5	-4	-2	-2
Cc1cc(=O)oc2c(C)c(OCC(=O)N3CCN(Cc4ccccc4)CC3)ccc12	-8	5	-12	2.9	i	0	-13	-1	-4
CSc1ncc(Cl)c(C(=O)O)n1	0	-8	1	-0.3	i	-2	1	2	-1
C[C@]12CCCCC1=CC(=O)C1C2CC[C@@]2(C)C1C[C@@H](F)[C@@H]2O (some centres undefined)	4	-1	12	-0.5	i	1	-1	2	0
Clc1ccc(C[n+]2c(-c3ccccc3)cc(-c3ccccc3)cc2-c2ccccc2)cc1	7	-4	4	1.3	i	-4	-2	3	-1
COc1ccccc1N=Nc1c(O)[nH]c(=S)[nH]c1=O	-117	-6	-91	2.3	x	-22	-4	11	65*
O=CC(Cl)P(=O)(N1CCOCC1)N1CCOCC1 (centres undefined)	-7	-1	1	-0.3	i	-2	-2	7	0
Cn1c(O)c(C=NC2CCN(Cc3ccccc3)CC2)c(=O)n(C)c1=O	-5	-3	7	-1.5	i	-3	-3	-2	-1

smiles	MLLE-PAM2 inh	FAS-TE inh	eLon inh	MsrA inh	Rpn11 block	Rin1 Abl inh	bovine MsrA act	MT1-MMP act inh	CSN deneddyl inh
COc1ccccc1CN1CCCC(C(=O)c2ccccc2OC)C1 (centres undefined)	5	-2	-7	-0.1	i	1	-1	-3	-3
COC(=O)C1=C(c2ccc(OCc3ccccc3)cc2)C[C@@H]2CC[C@H]1N2C(=O)NCc1ccc(C(C)(C)C)cc1	0	21	-4	0.9	i	-3	-2	-10	6
Cc1cc(OCC(=O)N[C@@H](Cc2ccccc2)C(=O)O)c2c3c(c(=O)oc2c1)CCC3	-7	5	4	3.3	i	-2	-5	5	3
CCCC(=O)NC(Oc1ccc(Cl)cc1Cl)C(Cl)(Cl)Cl (centres undefined)	7	17	-8	1.0	i	-4	-3	5	3
CCOc1ccc(-n2c(O)c(C=Nc3ccc(NC(C)=O)cc3)c(=O)[nH]c2=O)cc1	3	-5	-1	1.6	i	1	-5	0	-4
CC(C)[C@H]1CC2C3CC=C4C[C@@H](O)CC[C@]4(C)C3CC[C@]2(C)[C@H]1O (some centres undefined)	2	6	-4	-0.2	i	-2	-1	1	1
CC(=O)OC1C(O)C(C)OC(OC2C(OC(=O)C3CCC4C(C3)OC3(CC(OC(=O)/C=C/c5ccccc5)C(C)CO3)C43CO3)OC(C)C(O)C2OC(C)=O)C1O (centres undefined)	5	-5	3	-0.5	i	4	-1	-42	-4
COC(=O)C1=C(c2ccccc2)C[C@@H]2CC[C@H]1N2C(=O)NCc1cccc2ccccc12	-9	15	-13	1.1	i	1	-3	1	-6

smiles	MLLE-PAM2 inh	FAS-TE inh	eLon inh	MsrA inh	Rpn11 block	Rin1 Abl inh	bovine MsrA act	MT1-MMP act inh	CSN deneddyl inh
C[C@]12CCC3C(CC[C@H]4C[C@H](O)CC[C@]34C)C1CC(=O)[C@@H]2O (some centres undefined)	-4	-7	-5	0.3	i	2	-2	-1	2
COc1ccccc1-n1c(-c2ccccc2)nc2ccccc2c1=O	-10	-1	-6	-0.9	i	3	-1	3	1
CC1CC2C(C(O)CC3(C)C(O)CCC23)C2(C)CCC(=O)C=C12 (centres undefined)	9	-10	-1	0.5	i	3	-3	11	3
CC(C)CN1Cc2cc(N3CCCCC3)ccc2-n2nncc2C1	-5	-8	2	0.7	i	0	-2	6	3
CCOC(=O)[C@]12Cc3cc(OC)ccc3[C@H]1N(CCC(=O)OC)C(=O)c1cc(OC)ccc12	x	13	-2	-0.3	x	x	-1	-7	-2
COc1ccccc1N1CCN(Cc2cnc(-c3ccccc3)[nH]2)CC1	-7	-2	-5	-1.7	i	1	1	1	0
COC(=O)c1c(N)n(Cc2ccc(OC)cc2)c2nc3ccccc3nc12	14	7	-13	2.4	i	0	-2	-7	2
CC(C)Oc1cccc(C(=O)C2CCCN(C3CCOCC3)C2)c1 (centres undefined)	13	0	1	-0.6	i	3	0	-7	8

smiles	MLLE-PAM2 inh	FAS-TE inh	eLon inh	MsrA inh	Rpn11 block	Rin1 Abl inh	bovine MsrA act	MT1-MMP act inh	CSN deneddyl inh
CCC(=NCCc1ccccc1)c1c(O)[nH]c(=O)[nH]c1=O	-6	-5	-2	-0.7	i	-3	-3	5	-4
CC(=O)OC1N=C(c2ccccc2)c2cc(Br)ccc2NC1=O (centres undefined)	1	0	3	-0.2	i	-1	-13	-4	-5
Nc1ccccc1-[n+]1c(-c2ccccc2)cc(-c2ccccc2)cc1-c1ccccc1	3	-6	-12	1.6	i	-3	-1	-9	6
C/C(O)=C(\C#N)C(=O)Nc1cc(Br)ccc1Br	6	-2	4	2.9	i	-3	1	2	1
Oc1ccccc1C1NCc2ccccc2-n2cccc21 (centres undefined)	7	-2	1	0.3	i	-3	-8	-1	4
CC1(C)C2([N+](=O)[O-])CNCC1([N+](=O)[O-])CNC2	0	1	-3	-0.6	i	2	-5	2	3
COc1ccccc1NP1(=O)OCC(C)([N+](=O)[O-])CO1 (centres undefined)	-5	-1	3	0.5	i	5	-4	0	2
CCC1CN1P1(=O)OCC(C)([N+](=O)[O-])CO1 (centres undefined)	1	-8	-2	-0.6	i	0	-10	-3	3

smiles	MLLE-PAM2 inh	FAS-TE inh	eLon inh	MsrA inh	Rpn11 block	Rin1 Abl inh	bovine MsrA act	MT1-MMP act inh	CSN deneddyl inh
Cc1c(C(c2ccc(Br)cc2)c2c(O)c3ccccc3oc2=O)c(=O)n(-c2ccccc2)n1C (centres undefined)	-7	-6	-5	1.1	i	-1	-3	-3	-3
C=CCn1c(O)c(C(CC)=NCCc2ccccc2)c(=O)[nH]c1=O	-4	-2	11	-0.1	i	-1	-1	10	12
Cc1cc(C(=O)OCC(=O)Nc2ccc(F)cc2F)c(C)n1C1CC1	-10	14	-8	0.6	i	1	1	5	-1
CC(C)C12CN3CCN(CC(C3)/C1=N\O)C2	9	-7	-3	-0.3	i	-1	-4	-3	-1
Fc1ccc(Cn2nnnc2C(c2ccc(F)cc2)N2CC=C(c3ccc(F)cc3)CC2)cc1 (centres undefined)	18	5	1	-0.3	i	-2	-5	4	-1
CSCCC(c1nnnn1-c1ccc2c(c1)OCCO2)N1CCC2(CC1)C(=O)NCN2c1ccccc1 (centres undefined)	7	14	10	-0.4	i	5	0	-1	0
COc1ccc(OCC#CCN2CCNCC2)cc1	-3	-3	6	-0.5	i	5	-12	x	-7
OC1(CN2CCOCC2)C2CC3CC(C2)CC1C3 (centres undefined)	20	-7	0	-0.6	i	1	-1	3	-2
Nc1ccc([As](=O)(O)O)cc1	-10	-3	-2	0.2	i	-1	-2	0	-5
COc1cc(OC)c(OC)cc1CN1CCN(C(=O)COc2ccc3ccccc3c2)CC1	1	-1	-2	-0.1	i	0	-2	0	2
